# PHOSPHO1 block: blocks human PHOSPHO1 phosphatase activity | inhibition, % at 13.3 µM | recombinant PHOSPHO1, absorbance phosphatase assay | Q8TCT1 | AID 1565 | actives 1.1% (n = 290,000); in the data active = inhibition above about 60%
# p-CIP stab down: p/CIP protein destabilization; AID 1984; decrease of EGFP signal, % at 10 µM; Q05BA5; actives 0.01% (n = 290,000); F442A p/CIP-EGFP cells, EGFP fluorescence, 16 h;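 active = EGFP signal decrease of at least 30% at 10 µM or well 3 SD below plate mean, unless failing retest; inactive = the rest, including hits failing retest or dose response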; note: some compounds called inactive have numbers as strong as hits; many of its hits are not listed in these tables
# VIM-2 inhibitor: inhibitors of Pseudomonas aeruginosa VIM-2 metallo-beta-lactamase | purified VIM-2, nitrocefin hydrolysis, epi-absorbance fluorescence | inhibition, % at 5.6 µM | actives 0.89% (n = 290,000);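 active = inhibition above the mean of all tested compounds plus 3 SD, cutoff set per screening run, cut at about 7.5% in these data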;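 note: red hydrolysis product quenches plate fluorescence so inhibitors raise well fluorescence; 0% = enzyme with DMSO and 100% = DMSO without enzyme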
# IDE act: boosts human insulin-degrading enzyme activity in HEK cells; activation, % at 5.96 µM; AID 493087; FAbeta-B cleavage, fluorescence polarization; 0% vehicle, 100% cell-free pure enzyme wells; actives 0.073% (n = 340,000); P14735;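 active = activation above the mean of all tested compounds plus 3 SD, set per screening campaign, cut at about 17% in these data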
# Target sequence (P14735 whole entry, looked up): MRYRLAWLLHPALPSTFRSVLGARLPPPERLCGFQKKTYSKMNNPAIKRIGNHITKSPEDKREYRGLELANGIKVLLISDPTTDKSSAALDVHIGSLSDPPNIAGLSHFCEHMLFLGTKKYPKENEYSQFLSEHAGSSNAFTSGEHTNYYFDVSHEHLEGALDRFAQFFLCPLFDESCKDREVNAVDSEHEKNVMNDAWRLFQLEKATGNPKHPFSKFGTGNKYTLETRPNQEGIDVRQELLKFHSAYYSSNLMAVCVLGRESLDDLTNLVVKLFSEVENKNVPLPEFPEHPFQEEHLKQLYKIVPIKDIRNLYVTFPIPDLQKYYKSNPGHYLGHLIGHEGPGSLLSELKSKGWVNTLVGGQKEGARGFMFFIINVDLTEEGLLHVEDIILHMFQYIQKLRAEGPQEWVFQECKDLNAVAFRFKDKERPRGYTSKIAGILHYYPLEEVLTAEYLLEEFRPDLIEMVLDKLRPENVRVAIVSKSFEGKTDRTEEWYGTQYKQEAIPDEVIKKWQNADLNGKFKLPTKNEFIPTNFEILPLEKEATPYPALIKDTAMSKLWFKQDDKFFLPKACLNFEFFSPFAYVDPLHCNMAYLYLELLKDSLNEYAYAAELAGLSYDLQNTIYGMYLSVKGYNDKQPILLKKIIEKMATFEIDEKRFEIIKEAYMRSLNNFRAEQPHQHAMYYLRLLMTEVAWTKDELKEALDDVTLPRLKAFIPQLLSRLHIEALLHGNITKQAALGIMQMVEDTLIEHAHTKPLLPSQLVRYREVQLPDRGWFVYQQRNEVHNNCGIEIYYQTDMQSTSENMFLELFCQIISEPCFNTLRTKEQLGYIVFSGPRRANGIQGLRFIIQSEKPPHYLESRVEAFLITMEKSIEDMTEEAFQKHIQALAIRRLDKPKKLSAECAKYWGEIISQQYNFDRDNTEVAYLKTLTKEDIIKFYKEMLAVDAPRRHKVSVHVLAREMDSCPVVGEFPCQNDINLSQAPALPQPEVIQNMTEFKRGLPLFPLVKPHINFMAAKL
# IMP-1 inh: blocks Pseudomonas aeruginosa IMP-1 metallo-beta-lactamase. inhibition, % at 5.6 µM. purified IMP-1, nitrocefin hydrolysis, epi-absorbance fluorescence. actives 0.45% (n = 290,000). AID 1556;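 active = inhibition above the mean plus 3 SD of all compounds in the same screening run, cut at about 4.5% in these data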;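 note: 0% = IMP-1 with DMSO and 100% = DMSO wells lacking enzyme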
#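 Test system: recombinant IMP-1 enzyme, purified / Medium: HEPES buffer pH 7.1 with ZnSO4 and Brij 35 / Doses: single dose, 5.6 µM / Times: 25 °C, 15 min preincubation, 25 min reaction / Detection: Epi-absorbance via hydrolysed-nitrocefin quenching of white-plate fluorescence, 480/530 nm, EDTA stop / Evaluation: percent inhibition from optical density relative to buffer-blank wells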
# NALP1 inh: inhibitors of NALP1 inflammasome in yeast | S. cerevisiae NALP1/ASC/caspase-1 growth, X-gal OD620, 72 h | actives 0.61% (n = 280,000) | inhibition, % at 10 µM; in the data active = inhibition mostly above about 24%, no sharp cut-off; inactive = mostly below about 32%; note: some compounds called inactive have numbers as strong as hits
# IDE cell inh: inhibitors of human insulin-degrading enzyme in cells; actives 0.41% (n = 320,000); inhibition, % at 5.59 µM; P14735; AID 434962; HEK cells, FAbetaB cleavage, fluorescence polarization;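 active = percent inhibition above the average of all tested compounds plus 3 SD, set per screening campaign, cut at about 16% in these data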;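 note: IDE supplied by intact live HEK cells; FP after avidin binding of uncleaved biotin substrate so inhibition keeps polarization high; 0% = DMSO wells and 100% = 60 µM reference IDE inhibitor Ii1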
# M18AAP inhibitor: blocks P. falciparum M18 aspartyl aminopeptidase; inhibition, % at 7.35 µM; actives 1.2% (n = 290,000); AID 1822; recombinant PfM18AAP, H-Glu-NHMec fluorogenic cleavage;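 active = inhibition above the campaign mean inhibition over all tested compounds plus 3 SD, cut at about 28% in these data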;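 note: 0% = plate median of test compound wells and 100% = 2 mM ZnCl2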
# GPR7 antagonist: antagonists of human GPR7 (neuropeptides B/W receptor 1); actives 1.1% (n = 290,000); AID 1861; P48145; inhibition, % at 4.4 µM; GPR7-expressing cells, fluorescence antagonist assay; in the data active = inhibition above about 16%, passing the limit was not always enough;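 note: cells stimulated with the agonist NPW; 0% = agonist with vehicle and 100% = vehicle without agonist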
# Active calls of the source: *; x = not tested or not shown.
SMILES,PHOSPHO1 block,p-CIP stab down,VIM-2 inhibitor,IDE act,IMP-1 inh,NALP1 inh,IDE cell inh,M18AAP inhibitor,GPR7 antagonist
Cc1ccc(C)n1CCN1CCN(S(=O)(=O)c2ccc(F)cc2F)CC1,20,-6,-4.4,-2,-1.2,-6,-3,-3,-1
Fc1ccc(CN2CCN(c3ncccn3)CC2)c(F)c1,8,0,1.5,0,2.4,24,4,1,-6
O=[N+]([O-])c1ccc(C2=Nn3cnnc3SC2)cc1,-6,-1,0.3,x,-2.3,x,2,-3,3
CN(C)C(=O)NC(Nc1cccc([N+](=O)[O-])c1)C(Cl)(Cl)Cl (centres undefined),6,0,-5.4,-1,-1.3,-17,-1,-7,-1
O=C(c1ccc(Cl)c(S(=O)(=O)NCc2ccco2)c1)N1CCN(c2ccccc2F)CC1,-7,0,-2.8,9,-3.5,11,2,-3,0
Cc1nn(CCOc2ccccc2)c(=O)n1-c1cccc(F)c1,33,-4,-2.9,2,-1.6,6,6,1,-3
COc1ccc(S(=O)(=O)N2CCN(C(=O)c3cc(-c4ccccc4OC)n[nH]3)CC2)cc1,28,-1,-3.4,-10,-1.9,9,6,1,-5
CCOC(=O)c1c(/N=C/C2=C(O)CCCC2=O)sc2c1CCCC2,27,-11,-0.2,x,-3.0,-4,13,11,-12
Cc1c(OCc2nn[nH]n2)ccc2c3c(c(=O)oc12)CCCC3,-18,-2,7.8*,2,-4.1,6,0,7,-14
OCCNc1ncnc2c1nnn2Cc1ccccc1,-7,6,-1.2,3,-2.2,11,x,-3,5
Cc1ccc(C)c(NC(=O)C2CCN(C(=O)c3cccs3)CC2)c1,36,0,-1.5,0,-2.3,10,1,3,-9
O=C(CN1CCN(Cc2ccc(F)cc2Cl)C1=O)NCc1cccs1,4,10,-2.9,1,-2.3,14,-4,-2,-11
COC(=O)COc1ccc(-n2cnnn2)cc1,23,-5,-0.7,-4,-0.3,14,-3,2,10
Cc1ccc(N=C2NC(=O)S/C2=C\c2ccco2)cc1,-19,-20,-2.4,2,-1.6,37,0,15,-9
Cc1[nH]c2ccc(F)cc2c1CCN(Cc1ccncc1)C(=S)Nc1ccccc1,13,-1,-0.8,7,-1.9,3,13,-10,-5
O=C(COC(=O)CCc1c[nH]c(=O)[nH]1)Nc1cccc(Cl)c1,25,-22,-0.7,-2,-2.3,30,11,5,2
CCc1nc(N2CCN(S(=O)(=O)c3ccc(Br)cc3)CC2)c2c(C)c(C)sc2n1,x,x,-2.8,2,-3.0,x,0,5,6
Cc1cc(NC(=O)c2ccccc2C)n(-c2cccc(F)c2)n1,33,3,-1.9,5,-3.3,7,-3,-13,6
CCc1cc(C(=O)N2CCCC(C(=O)c3ccc(Cl)cc3)C2)no1 (centres undefined),18,-8,-1.1,4,-3.1,13,2,-3,-3
COc1ccccc1NC(=O)Cn1cc(C(=O)C(=O)N2CCOCC2)c2ccccc21,33,7,-1.0,1,0.0,24,0,-2,-6
O=C(COC(=O)c1cccc(Br)c1)NCCC1=CCCCC1,4,6,-2.3,3,-3.0,25,-1,-2,-7
Cc1ccccc1-n1ncc(C(C)NC(=O)c2ccccc2)c1C (centres undefined),37,-7,-1.1,2,-2.0,-1,5,-18,-1
COc1ccc(S(=O)(=O)N2CCCC2)cc1NC(=O)c1ccccc1F,26,-17,1.5,1,-0.1,12,-4,-7,0
CCOc1cc(C(N)=O)cc(Cl)c1OCC,51,-9,-0.9,0,-1.8,-24,11,-16,1
COC(=O)C(NC(=O)CCc1nnc2ccc(N3CCC(C)CC3)nn12)C(C)C (centres undefined),33,1,-2.4,2,-2.2,3,0,2,-5
CC(C)CCC(O)(c1ccccc1)C(CN1CCOCC1)c1ccccc1 (centres undefined),9,0,-4.2,-1,-1.9,28,x,1,-15
CS(=O)(=O)c1ccccc1-c1nc(-c2cccc(Cl)c2)no1,8,5,-2.7,5,-0.1,-19,-4,2,-3
CCC(C)(C(=O)NC1CCCC1)N(Cc1ccco1)C(=O)c1ccccn1 (centres undefined),32,-8,-4.3,3,-4.8,-3,0,4,17
S=C(NCc1ccco1)N/N=C/c1cccnc1,12,-14,-1.3,4,-4.2,x,16,-9,-11
Cc1onc(-c2ccccc2Cl)c1C(=O)Nc1cccc2cccnc12,1,-21,-1.7,4,-1.6,1,-2,3,-17

# Some values from the results shown.
# Result for `COc1ccc(S(=O)(=O)N2CCCC2)cc1NC(=O)c1ccccc1F` in IMP-1 inh: -0.1
# Result for `S=C(NCc1ccco1)N/N=C/c1cccnc1` in VIM-2 inhibitor: -1.3

# The list continues.
SMILES,PHOSPHO1 block,p-CIP stab down,VIM-2 inhibitor,IDE act,IMP-1 inh,NALP1 inh,IDE cell inh,M18AAP inhibitor,GPR7 antagonist
COc1ccc(S(=O)(=O)N2CCC[C@H]2C(=O)NCc2ccc(Cl)cc2)cc1,11,4,1.9,-4,1.0,25,0,-11,-6
CC(CN1CCC(n2nccc2NC(=O)c2ccccc2Cl)CC1)c1ccccc1 (centres undefined),41,-6,-3.1,8,-2.5,16,-4,-1,-4
Cc1ccc(C)c(C2NC(=O)c3ccccc3N2)c1 (centres undefined),20,5,-1.9,3,-2.5,16,-5,0,4
CC1Cc2nc(SCC(=O)Nc3ccc4c(c3)OCO4)n(CCc3ccccc3)c(=O)c2S1 (centres undefined),-3,-4,0.1,9,-0.8,9,-7,-9,-2
O=C(c1ccccc1Oc1nnnn1-c1ccccc1)N1CCOCC1,-3,-6,0.1,5,-1.3,10,3,0,7
COc1ccccc1CNc1nc(=S)[nH]c2cc(OC)c(OC)cc12,-44,-3,-1.1,1,-1.2,12,4,8,-11
O=C(N/N=C/c1ccccc1F)NC12CC3CC(CC(C3)C1)C2,37,3,1.1,2,1.5,18,1,-3,-14
CC(C)(CNc1ccc(S(=O)(=O)C(F)(F)F)cc1[N+](=O)[O-])N1CCOCC1,15,-6,1.0,6,-0.8,6,-3,-6,-11
O=C1c2ccccc2C(=O)N1CCOc1ccccc1Cl,10,-8,-2.8,5,-2.1,4,11,-3,-3
COc1cc2c(cc1NC(=O)CSc1nccn1C)oc1ccccc12,23,25,-1.5,2,-4.7,38,-6,-4,-5
O=C(COC(=O)C1CCN(S(=O)(=O)c2cccs2)CC1)c1cc2ccccc2o1,3,-10,-0.1,5,0.1,-13,9,-1,-4
O=C(CN1C(=O)COc2ccc(S(=O)(=O)N3CCOCC3)cc21)NCc1ccco1,32,-4,-3.9,-3,-0.2,x,1,-2,1
COc1ccc(NC(=O)Cc2nnc(SCC(=O)NC3CCCCC3C)n2C)cc1 (centres undefined),-13,-5,-2.0,1,-2.2,-6,5,1,3
COc1ccc(CN2CCOCC2)cc1,-12,3,-0.9,3,-0.9,6,5,-13,-2
CC(=O)Nc1nc(-c2ccccc2)ns1,-13,-9,-4.8,8,-1.1,14,4,5,-8
O=C(O)c1ccc(NC(=O)C(c2ccccc2)c2ccccc2)cc1,19,-5,-0.1,0,-3.1,-3,2,0,-8
CN(C)CCNC(=O)c1onc(CSc2ccc(F)c(F)c2)c1C(=O)NCCN(C)C,22,-5,x,-4,x,-4,1,x,x
O=S(=O)(NCc1ccccn1)c1cc(Cl)ccc1Cl,5,-9,-1.6,6,-2.0,24,-1,1,-12
CCN(CC)C(=O)CSc1nnc(-c2cccc(OC)c2)o1,38,-13,-0.9,4,-2.1,10,-2,0,7
COC(=O)C1=NN(N=O)C2(CC(=O)N(c3cc(C)cc(C)c3)C2=O)C1 (centres undefined),22,-16,-1.2,0,-3.3,0,6,1,3
Cc1cc(-c2nn(-c3ccccc3F)cc2CN2CCN(c3ccncc3)CC2)c(C)s1,10,-4,-0.8,8,-1.9,20,5,-1,6
CNC(=O)COc1ccc(S(=O)(=O)Nc2ccc(C)cc2)cc1,37,-1,-1.0,0,-3.0,x,0,-5,-8
Cc1ccccc1C(=O)NNC(=O)Nc1ccccc1,28,-2,-3.6,x,-3.4,-18,2,23,-9
CCC1C(=O)NCCN1C(=O)c1cccc(OC2CCN(S(=O)(=O)N(C)C)CC2)c1 (centres undefined),64*,-9,0.3,5,-0.3,20,2,-3,-3
Cc1cc(C)c2[nH]c(=O)c(CN(CC3CCCO3)C(=S)NCc3ccco3)cc2c1 (centres undefined),-19,9,-1.8,5,-3.0,25,-3,5,1
Cc1ccc(S(=O)(=O)NCCc2ccccc2)cc1,11,-4,-7.2,5,-1.2,12,0,2,-5
CC(=O)Nc1nonc1NC(=O)CSc1ccccn1,21,-14,-2.4,4,-3.2,-18,0,-8,-9
CCOC(=O)c1cc(CC)sc1NC(=O)CC1SC(N)=NC1=O (centres undefined),23,-2,0.3,0,-3.8,14,-2,-19,-19
Cc1ccc(NC(=O)CCC(=O)OCc2ccc(Br)cc2)cc1,-2,5,-0.9,3,-2.2,-6,0,-5,-10
COc1ccc(-c2[nH]ncc2CNCc2cc(C)n(C)n2)c(F)c1,21,-8,-0.5,3,-1.3,10,5,-7,-8
CC(c1ccccc1)n1cc(C(=O)NCc2cccnc2)nn1 (centres undefined),1,-1,-4.7,-7,-4.1,9,0,-3,-2
COc1ccc(NC(=O)NCc2ccc(Cl)cc2)cc1,27,-5,-3.1,-5,-1.5,8,x,-1,-17
COc1ccc(-c2nc3ncccn3c2Nc2ccc3c(c2)OCCO3)cc1,16,-95,-1.2,4,-0.7,36,x,-2,-4
O=[N+]([O-])c1cc(-c2nnc(-c3ccccc3)o2)ccc1Oc1ccc(Cl)cc1,6,-3,-1.7,5,-2.5,11,-1,-4,-13
Cc1ccc(S(=O)(=O)/N=C2\CN(C)C(=O)N2C)cc1,12,-2,-5.2,-3,-2.1,34,8,15,-6
O=C(Cn1nc(-c2ccccc2)c2ccccc2c1=O)Nc1ccc(F)cc1,16,-11,-2.2,5,-3.6,-4,-7,9,-14
O=C(NCCOc1ccccc1)C(=O)NCC1CCCO1 (centres undefined),24,-10,-3.5,-6,-2.4,8,6,-2,4
OCc1ncccc1O,8,1,-1.4,0,-0.5,28,1,-3,8
CC1Cc2ccccc2N1C(=O)CCn1cccn1 (centres undefined),18,-3,-3.2,0,-4.0,-28,10,-7,6
Clc1ccc(OCCCCN2CCc3ccccc3C2)cc1,57,0,-1.2,3,-1.3,26,-5,-7,-8
Nc1c(C(=O)N2CCOCC2)oc2ccccc12,23,3,0.7,1,-0.4,16,-17,-4,-10
O=C(c1cc2nc(-c3ccco3)cc(C(F)(F)F)n2n1)N1CCN(c2ccccc2)CC1,-7,-4,-3.9,-1,-4.0,36,6,0,-23
Cc1cc(C)cc(N2C(=O)C3C4C=CC(C4)C3C2=O)c1 (centres undefined),-4,4,2.1,1,0.9,38*,1,-5,-11
CCSc1ccccc1C(=O)Nc1ccc([N+](=O)[O-])cc1OC,41,-14,1.4,-1,-2.8,8,12,-2,-3
